# From PubChem
# B2AR arrestin: qHTS assay of beta-arrestin-biased ligands of beta2-adrenergic receptor; beta-arrestin recruitment to beta2AR, cell-based reporter; Potency, µM (series often up to 46.1 µM), for inactives: top-dose activation, most hits filed as activators; 330,000 compounds, 0.02% hits;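 note: potency is the fitted concentration of half-maximal effect; 0% = DMSO controls and full agonism = EC100 isoproterenol or metaproterenol; nearly all actives have a fitted effect of over 65% in size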
# Giardia kill: Small Molecules that selectively kill Giardia lamblia: qHTS; Giardia lamblia trophozoite viability; AID 540267, 2011; 340,000 compounds, 0.15% hits; activity change, % at 7.66 µM, hits read low; in the data active = activity change below about -80%; inconclusive = between about -30% and that limit;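 note: parasites exposed to compound for two days anaerobically before the ATP read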
#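 Giardia trophozoites, 100 cells per well, were exposed to compounds for 48 hrs at 37 deg C under anaerobic conditions; viability was then read as ATP content by bioluminescence after 15-30 min at room temperature.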
# Coupling enz: qHTS Assay for Inhibitors of Fructose-1,6-bisphosphate Aldolase from Giardia Lamblia: Coupling assay counterscreen; coupling enzyme system counterscreen, AmpLite Red fluorescence; activity change, negative = inhibition, % at 58.2 µM, hits read low; 290,000 compounds, 0.67% hits; AID 2472, 2010; in the data active = activity change below about -30%
#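 Counterscreen of the coupled detection system alone, without aldolase: glyceraldehyde-3-phosphate coupling enzymes plus AmpLite Red readout. Compounds at 57.5 uM final, 10 min RT preincubation, 20 min RT reaction, fluorescence 525/598 nm.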
# hERG WT inh: qHTS for Inhibitors of KCHN2 3.1: Wildtype qHTS. Voltage-gated inwardly rectifying potassium channel KCNH2 (Homo sapiens), Q12809. U2OS, BacMam KCNH2, thallium flux FluxOr; stronger effect = lower value. activity change, % at 1.84 µM. 340,000 compounds, 0.37% hits;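 active = maximum activity change below -70%; inconclusive = maximum activity change between -70% and -50%; inactive = maximum activity change above -50%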
#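 U2OS cells transduced with wild-type KCNH2 virus are loaded with FluxOr dye for 45 min, and thallium flux is measured in kinetic reads before and after stimulation buffer. Rate constants are normalized to DMSO controls.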
# uPA surface inh: qHTS for Inhibitors of Cell Surface uPA Generation; AID 540303, 2011; 330,000 compounds, 0.31% hits; cell surface uPA generation assay, qHTS; Potency, µM (doses to about 38.3 µM), for inactives: top-dose activity change, negative = inhibition, most hits filed as inhibitors; active = well fitted inhibition curve with a large enough effect; inconclusive = small, poorly fitted or top-dose-only effect; inactive = no such curve, though single readings can be large or run the other way; tested in mouse RAW 264.7 cells; note: potency is the fitted concentration of half-maximal effect; nearly all actives have a fitted effect of over 55% in size
# GALK inh: qHTS Assay for Inhibitors of Human Galactokinase (GALK); P51570; Purified GALK, Kinase-Glo residual ATP luminescence; Potency, µM (series often up to 57.5 µM), for inactives: at the top dose activity change, negative = inhibition, most hits filed as inhibitors; 270,000 compounds, 0.007% hits; note: potency is the fitted concentration of half-maximal effect
# Target sequence (P51570 whole entry, looked up): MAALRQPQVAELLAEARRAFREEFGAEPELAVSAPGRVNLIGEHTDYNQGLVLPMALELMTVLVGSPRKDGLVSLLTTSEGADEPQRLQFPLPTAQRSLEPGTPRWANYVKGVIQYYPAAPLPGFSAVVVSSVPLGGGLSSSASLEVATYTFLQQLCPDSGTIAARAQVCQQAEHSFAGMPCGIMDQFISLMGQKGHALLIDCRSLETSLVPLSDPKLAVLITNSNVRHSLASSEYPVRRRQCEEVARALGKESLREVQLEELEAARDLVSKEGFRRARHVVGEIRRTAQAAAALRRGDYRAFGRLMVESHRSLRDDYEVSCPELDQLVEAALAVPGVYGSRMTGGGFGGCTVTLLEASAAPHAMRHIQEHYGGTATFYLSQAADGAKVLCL
#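 The enzyme phosphorylates galactose (100 uM) using ATP (35 uM); inhibition is detected as higher residual ATP, quantified by bioluminescence after 1 h reaction at room temperature, pH 8.0.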
# Eya2 inh: qHTS Assay for Inhibitors of the Phosphatase Activity of Eya2 | recombinant Eya2, OMFP fluorescence dephosphorylation (OMFP is methylfluorescein phosphate) | AID 488837, 2010 | Potency, µM (top dose mostly 76.9 µM), inactives show top-dose activity, negative = inhibition, hits mostly inhibitors | Protein phosphatase EYA2 (Homo sapiens), O00167 | 330,000 compounds, 0.006% hits; note: potency is the fitted concentration of half-maximal effect
#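 Eya2 (0.2 uM) preincubated 10 min at ambient with compound, then OMFP substrate added at 50 uM; 10 min reaction in 50 mM HEPES pH 7.5, 50 mM NaCl, 5 uM MgCl2, 0.05% BSA, 1 mM DTT. Fluorescence read at Ex 485/Em 525 nm.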
# PKM2 act: qHTS Assay for Activators of Human Muscle isoform 2 Pyruvate Kinase; purified PKM2, Kinase-Glo ATP luminescence, activation; response scale: 0% is enzyme alone, no compound; 260,000 compounds, 0.34% hits; Pyruvate kinase PKM (Homo sapiens), P14618; Potency, µM (titrated, usually from 57.5 µM), inactives show at the highest dose activation, hits mostly activators; AID 1631, 2009; note: potency is the fitted concentration of half-maximal effect; nearly all actives have a fitted effect of over 55% in size
# Target sequence (P14618 whole entry, looked up, canonical isoform): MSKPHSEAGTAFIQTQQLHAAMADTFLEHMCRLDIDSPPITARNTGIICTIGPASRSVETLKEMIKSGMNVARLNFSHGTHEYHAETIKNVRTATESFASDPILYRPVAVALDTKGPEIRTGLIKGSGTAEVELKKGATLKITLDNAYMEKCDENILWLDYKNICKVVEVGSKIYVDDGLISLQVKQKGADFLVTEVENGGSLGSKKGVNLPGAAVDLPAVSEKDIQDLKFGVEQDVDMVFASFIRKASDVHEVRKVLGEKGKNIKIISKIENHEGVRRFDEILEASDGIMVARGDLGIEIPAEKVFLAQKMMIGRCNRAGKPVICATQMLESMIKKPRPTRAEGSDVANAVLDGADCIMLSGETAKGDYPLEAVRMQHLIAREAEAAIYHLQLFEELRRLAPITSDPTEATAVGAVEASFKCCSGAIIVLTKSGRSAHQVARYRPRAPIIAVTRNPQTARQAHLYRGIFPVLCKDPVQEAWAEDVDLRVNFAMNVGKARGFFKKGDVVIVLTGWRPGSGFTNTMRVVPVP
#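 Purified hPK-M2 (>95%) run at intermediate activity with 0.1 mM ADP and 0.5 mM PEP in 50 mM imidazole pH 7.2, KCl, MgCl2; 1 h room temperature. ATP formed read by Kinase-Glo luminescence; normalized to uninhibited and no-enzyme controls.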
# USP2a block: qHTS Assay for Inhibitors of Ubiquitin-specific Protease USP2a Using CHOP2 as the Reporter; Ubiquitin carboxyl-terminal hydrolase 2 (Homo sapiens), O75604; 330,000 compounds, 0.01% hits; Potency, µM (top dose mostly 38.3 µM), inactives show top-dose activity change, negative = inhibition, usual class: inhibitors; USP2 core, Ub-CHOP2 coupled fluorogenic reporter, 485/531;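 note: potency is the fitted concentration of half-maximal effect; plate controls were DMSO wells for no effect and full inhibition by NEM control for full effect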
#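 Cell-free coupled assay: 10nM USP2 core preincubated 30min RT with compound in Tris-HCl pH 8.0/CaCl2/CHAPS buffer, then 25nM Ub-CHOP2 and 25nM reporter substrate; fluorescence (Ex 485/Em 531) read after 60min RT, normalized to NEM inhibition, concentration-response curves fitted.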
# Chronic BCR inh: qHTS Assay to Find Inhibitors of Chronic Active B-Cell Receptor Signaling | ABC-DLBCL IkBa-CBG/CBR reporter, luminescence ratio, 4 h | Potency, µM (series often up to 46.1 µM), for the others: at the top dose ratio change, negative = lower green/red ratio, hits mostly inhibitors | 340,000 compounds, 0.05% hits | AID 493014, 2011; active = well fitted inhibition curve with a large enough effect in the signal ratio, with a control signal flat, not every such curve was filed as active; inconclusive = small, poorly fitted or top-dose-only effect, or effect the other way, or a change in a side signal; the % refers to the signal ratio;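 note: potency is the fitted concentration of half-maximal effect; plate controls were basal doxycycline-induced cells for no effect and cells given 10 µM MG132 for full effect; MG132 reads +100%, hits lower the ratio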
#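 TMD8 human ABC-DLBCL cells with doxycycline-inducible IκBα–green luciferase fusion and unfused red luciferase, in 0.5% FBS medium; compounds up to 46 uM, 4 h at 37C. Green/red luminescence ratio, filter-overlap corrected, fitted to concentration-response curves.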
# KCNH2 3.1 block: qHTS for Inhibitors of KCHN2 3.1: Mutant qHTS | 340,000 compounds, 0.95% hits | activity change, % (tested at about 1.8 µM) | Potassium voltage-gated channel subfamily H member 2, brain isoform KCNH2 3.1 (human) | U2OS KCNH2 3.1, thallium flux FluxOr; stronger effect = lower value;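 active = maximum activity change below -70%; inconclusive = maximum activity change from -70% to -50%; inactive = maximum activity change above -50%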;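 note: thallium influx rate constant from kinetic fluorescence after stimulation buffer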
#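 Kinetic fluorescence (2 min after stimulation buffer) measures Tl+ influx through KCNH2 3.1 expressed by viral transduction in U2OS cells; the rate constant is normalized against DMSO controls serving as positive and negative references.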
# An asterisk follows results filed as active; ? = inconclusive; . = no result given; & = joins results of further samples. Unless noted, calls come from the whole dose curve; as a rule, active = well fitted curve in the direction sought with a large enough effect; inconclusive = small, poorly fitted or top-dose-only effect, or another doubt; inactive = no such curve, though single readings can be large; an effect the other way counts as inactive or inconclusive. Unless noted, % is set by controls: 0 for no effect and ±100 for the full control effect. This is a random part of the collection. About 2.4% of those tested had a hit in this group.
SMILES,B2AR arrestin,Giardia kill,Coupling enz,hERG WT inh,uPA surface inh,GALK inh,Eya2 inh,PKM2 act,USP2a block,Chronic BCR inh,KCNH2 3.1 block
O=C(Nc1ccccc1N1CCOCC1)c1cccnc1,0.1%,15,3,0,6%,2%,-14%,.,0%,0%,3
COc1ccc(/C=C(\NC(=O)c2ccc(OC)c(OC)c2)C(=O)N2CCN(C)CC2)cc1,-0.7%,-4,-1,-2,-3%,5%,22%,.,?,-3%,-2
COC(=O)c1cc(C(=O)Nc2ccc(S(N)(=O)=O)cc2)cc([N+](=O)[O-])c1,0.1%,-12,0,2,2%,-1%,-10%,-10%,2%,0%,-1
COc1cc(NC(=O)c2cccs2)c(C(=O)OCC(=O)NC(C)c2ccccc2)cc1OC (stereo not given),-0.2%,-11,0,-2,-3%,1%,-2%,6%,2%,?,2
COc1ccccc1C(=O)NCC(=O)OC(C)C(=O)NC1CCCCC1C (stereo not given),0.2%,-5,.,-3,2%,.,6%,.,1%,0%,-25
COc1ccc(C2CC(=O)c3cnc(NC(=O)c4ccccc4OC)nc3C2)c(OC)c1 (stereo not given),-1.1%,-2,-1,2,-5%,1%,0%,3%,-1%,?,1
N#CCCn1c(C2CCCCC2)nc2ccccc21,-0.1%,-2,-1,-1,-3%,-3%,-8%,6%,1%,?,1
CCOc1ccc(C(=O)OCC(=O)c2c(N)n(C)c(=O)n(C)c2=O)cc1OCC,0.1%,-10,5,3,1%,-2%,-9%,-1%,0%,-4%,1
Cc1onc(-c2ccccc2)c1C(=O)Nc1ccc(S(=O)(=O)N2CCOCC2)cc1,-1.0%,-11,2,35,3%,-1%,7%,3%,0%,0%,13
Cc1cccc(Nc2c([N+](=O)[O-])cc(C(=O)N3CC(=O)Nc4ccccc43)cc2[N+](=O)[O-])c1,0.2%,3,-7,-15,5%,14%,-10%,0%,-12%,?,-4
Cc1cc(O)c(/C=N/OCc2ccc(Cl)cc2Cl)c(=O)o1,-0.3%,-15,14,0,-5%,0%,19%,-4%,0%,0%,-19
COC(=O)c1ccc(S(=O)(=O)NNC(=O)c2ccc(S(=O)(=O)N3CCCCC3)cc2)cc1,-0.3%,-13,1,-12,-4%,-3%,2%,7%,1%,-2%,-11
Cc1c(C)n(CCc2ccccc2)c2ncnc(NCCO)c12,-0.8%,-4,2,5,-6%,3%,-2%,.,1%,1%,1
CCOc1ccc(NC(=O)N2CCC(c3ccc(C)cc3)C2)cc1 (stereo not given),-0.1%,-7,1,-33,.,1%,-9%,-4%,0%,13%&9%,-8
CCOC(=O)c1c(C)[nH]c(C(=O)COC(=O)/C=C/c2ccc(OC(F)F)cc2)c1C,0.0%,-3,4,-3,3%,2%,-6%,-5%,1%,0%,?
COc1ccc(C(C)NC(=O)c2ccncc2)cc1 (stereo not given),0.0%,7,0,7,0%,0%,8%,1%,0%,2%,0
Cn1c(N)c(C(=O)COc2ccc(C#N)cc2)c(=O)n(C)c1=O,-1.0%,26,2,-7,1%,9%,-15%,.,0%,1%,3
CC(=O)c1ccc(/C=C/c2nc3ccccc3n2C)o1,0.3%,-13,-5,0,-9%,2%,2%,-10%,2%,?,-11
Cc1cccc(N2CCN(C(=O)c3ccc4c(c3)OCCO4)CC2C)c1 (stereo not given),0.2%,5,1,5,3%,-1%,-5%,0%,2%,1%,9
Nc1nc(-c2ccc(Cl)cc2Cl)cn1N,0.5%,-18,-2,-5,2%,-1%,10%,-1%,0%,8%,-9
CCN1CCN(C(=O)c2cc(-c3cccnc3)nc3ccc(Br)cc23)CC1,0.3%,17,3,2,7%,4%,-7%,3%,1%,8%,-1
COc1cn(-c2ccccc2)nc1C(=O)Nc1ccccc1,-1.0%,8,0,-1,-2%,-1%,-4%,-4%,1%,?,7
S=C(NCc1ccco1)N1CCN(C(c2ccccc2)c2ccccc2)CC1,-0.4%,6,4,-2,-8%,-3%,10%,-1%,3%,21%,7
O=C1NNC(c2ccccc2)=N/C1=C\c1ccco1,-0.5%,-19,-3,1,2%,.,14%,-4%,-2%,11%,-10
Cc1c(C(=O)N2CCOCC2)sc2ncnc(N3CCc4ccccc4C3)c12,-2.7%,-22,2,-20,3%,0%,-6%,0%,1%,-12%,-21
# Carrying on:
SMILES,B2AR arrestin,Giardia kill,Coupling enz,hERG WT inh,uPA surface inh,GALK inh,Eya2 inh,PKM2 act,USP2a block,Chronic BCR inh,KCNH2 3.1 block
Cc1ccccc1NC(=O)CN1CCC(C(=O)c2ccc3c(c2)OCCO3)CC1,0.0%,-10,0,5,3%,-1%,4%,3%,0%,?,17
O=C(NCCCn1ccnc1)c1cc(-c2ccc3c(c2)OCO3)on1,-0.1%,9,0,3,.,1%,6%,10%,7%,-11%,1
Cc1cc(C(=O)N/N=C/c2c(C)n(C)c3ccccc23)n[nH]1,-1.6%,-5,-5,-11,6%,.,0%,4%,2%,-4%,0
O=C(Nc1ccc(Cl)cc1)Nc1nnc(/C=C/c2ccccc2)s1,0.3%,?,0,9,2%,0%,-7%,-9%,4%,11%,-23
CCN(CC)CCNc1ncnc2c1sc1nc(N3CCOCC3)c3c(c12)CC(C)(C)SC3,-0.8%,-2,2,-5,3%,0%,7%,0%,-1%,?,1
COc1ccc(C(=O)CN2C(=O)NC3(CCCc4ccccc43)C2=O)c(OC)c1 (stereo not given),-0.2%,8,.,2,-7%,-8%,5%,0%,-1%,-4%,1
COc1ccccc1Oc1ccc(S(=O)(=O)Nc2cccnc2)cc1,-0.2%,15,10,20,.,0%,-34%,4%,3%,?,-15
CN1CCN(S(=O)(=O)c2ccc(Cl)cc2)CC1,0.3%,3&11,0,5&-7,4%&5%,2%,18%,3%,0%,-1%,-4&17
OCC[C@H]1C[C@@H](O)[C@H](O)[C@]2(OCCCc3ccccc32)O1,-0.1%,-8,.,-10,3%,.,-10%,.,3%,-19%,?
Cc1ccc2cc(CCNC(=O)c3cccs3)c(=O)[nH]c2c1C,-1.2%,?,2,-31,3%,.,-5%,0%,0%,?,27
COCCNC(=O)CCCCCN1C(=O)CCC1=O,0.1%,17,2,-1,6%,0%,-24%,-8%,-16%,4%,3
COc1cccc(/C=N/NC(=O)c2c(-c3ccccc3)noc2C)c1O,-0.1%,-6,6,8,-8%,1%,7%,-5%,1%,-41%,-9
Cc1cccc(C2CC(c3ccc(F)cc3)Nc3nc(N)nn32)c1 (stereo not given),-0.1%,-16,0,7,2%,1%,-6%,-15%,2%,4%,0
CC1(C)CC(Nc2ccc(Nc3ccccc3)cc2)CC(C)(C)N1,-0.5%,6,-12,12,?,0%,6%,?,3%,?,2
CCc1c(C)nc(SCC(=O)N2CCc3ccccc32)[nH]c1=O,0.0%,.,2,.,.,1%,5%,3%,1%,0%,.
COc1ccc(N(CC(=O)N2CCN(C)CC2)S(C)(=O)=O)cc1OC,-0.2%,-6,2,2,3%,-1%,1%,-8%,1%,?,5
O=C(/C=C\Nc1ccc(Br)cc1)c1cccnc1,-0.7%,-24,0,-4,-12%,1%,-1%,-1%,1%,?,-5
COC(=O)c1cc(NS(=O)(=O)c2ccc(Cl)c(N3C(=O)c4ccc(C(=O)O)cc4C3=O)c2)cc(C(=O)OC)c1,-0.4%,10,19,11,-1%,4%,-6%,4%,5%,5%,5
O=C(NCc1ccco1)c1ccc(Cn2c(=S)[nH]c3ccccc3c2=O)cc1,0.0%,8,2,-5,-1%,6%,-6%,2%,2%,0%,-5
CCN(CC)S(=O)(=O)c1ccc(OC)c(NC(=O)C2CC(=O)N(c3ccc4c(c3)OCCO4)C2)c1 (stereo not given),-0.5%,-4,.,0,20%,4%,-17%,2%,2%,-1%,2
